phage Ecoli inh: growth loss of phage-infected E. coli, primary screen, RecBCD inhibitor project, absorbance, with phage, HTS | inhibition, % at 11.9 µM | actives 0.26% (n = 360,000) | AID 651602, 2012; in the data active = inhibition above about 11%
Wnt act: Wnt/beta-catenin pathway activators, primary screen, cell-based, plate reader, single point; AID 743398, 2014; activation, % at 9.35 µM; actives 1.2% (n = 300,000); Wnt/beta-catenin reporter cell assay, activator; in the data active = activation above about 30%, passing the limit was not always enough;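 also: 0% = neutral control wells and 100% = positive control wells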
MITF act: activators of MITF-driven TRPM1 promoter reporter, primary screen, cell-based, SK-MEL-5, luciferase, single point; SK-MEL-5 TRPM1-promoter luciferase, 24 h; % of positive control, neutral wells = 0; actives 0.75% (n = 300,000); activation, % at 12.5 µM;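 active = mean activation of at least 80% with every replicate also reaching 80%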;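 also: 0% = neutral control wells and 100% = parthenolide positive control wells; values of inactives mirror those of a sister screen read the other way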
AddAB inh: growth inhibition of E. coli expressing H. pylori AddAB, primary screen, AddAB inhibitor project, absorbance. inhibition, % at 11.9 µM. actives 0.29% (n = 330,000); in the data active = inhibition above about 12%;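 also: 0% = vehicle wells of infected cells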
Tat export inh: E. coli Tat export inhibitors, primary screen, MC4100, TorA-mCherry reporter, fluorescence, single point; inhibition, % at 10 µM; actives 0.036% (n = 340,000); AID 488895, 2010;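 active = mean replicate inhibition at least 50% and at least half of replicates individually reaching 50%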;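 also: exported cargo escapes ClpAP degradation while cytoplasmic cargo is degraded and loses fluorescence; 0% = median of neutral control wells and 100% = median of NaSCN control wells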
E coli growth: E. coli V3065 growth inhibition, primary screen, counter-screen for AddAB inhibitor project, absorbance, OD600; 18 h; inhibition, % at 11.9 µM; actives 0.27% (n = 330,000); AID 449728, 2010;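 active = inhibition above the campaign's mean inhibition across all tested compounds plus 3 SD, cut at about 9.9% in these data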;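 also: uninfected addAB+ strain grown without phage in ampicillin broth; 0% = DMSO wells and 100% = ciprofloxacin 0.95 µg/ml wells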
CAL PDZ FP-1: CAL PDZ peptide-binding inhibitors, primary screen, biochemical, fluorescence polarization, Cer-tagged CAL PDZ, HTS; Golgi-associated PDZ and coiled-coil motif-containing protein (Homo sapiens), Q9HD26; purified CAL PDZ, TMR-peptide fluorescence polarization, 1 h; inhibition, % at 20 µM; actives 0.02% (n = 330,000); AID 504414, 2011;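 active = highest replicate inhibition of at least 40%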;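 also: plate controls were DMSO neutral control wells for no effect and unlabeled competitor peptide control wells for full effect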
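Test system: tagged CAL PDZ domain / Buffer or medium: sodium phosphate/NaCl buffer pH 7.4 with TCEP, IgG, Thesit / Reagent: TMR-labelled reporter peptide T*-PRC34 bound in PDZ groove / Compound dosing: single point, 20 µM / Schedule: 1 h incubation at room temperature before polarization reading / Technique: fluorescence polarization (mP) / Benchmarks: unlabelled peptide, DMSO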
CAL PDZ FP-2: untagged CAL PDZ binding inhibitors, primary screen, biochemical, fluorescence polarization, HTS; inhibition, % at 24.9 µM; actives 0.92% (n = 300,000); purified CAL PDZ, TMR-peptide fluorescence polarization, 1 h; AID 602252, 2012; Golgi-associated PDZ and coiled-coil motif-containing protein (Homo sapiens), Q9HD26;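 active = mean inhibition of at least 30% with at least half of replicates also reaching 30%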;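 also: 0% = DMSO neutral control and 100% = excess unlabeled competitor peptide PRC23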
SR-BI HDL uptake: inhibitors of SR-BI mediated HDL lipid uptake, primary screen, ldlA[mSR-BI] cells, fluorescence, single point; actives 0.96% (n = 320,000); ldlA[mSR-BI] CHO cells, DiI-HDL uptake fluorescence, 3 h; inhibition, % at 12.5 µM;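 active = mean replicate inhibition of at least 70% and a set share of replicates each scoring 70 or more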;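 also: 0% = median of neutral control wells and 100% = median of positive control wells; values of inactives mirror those of a sister screen read the other way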
Target sequence (Q61009 whole entry, looked up): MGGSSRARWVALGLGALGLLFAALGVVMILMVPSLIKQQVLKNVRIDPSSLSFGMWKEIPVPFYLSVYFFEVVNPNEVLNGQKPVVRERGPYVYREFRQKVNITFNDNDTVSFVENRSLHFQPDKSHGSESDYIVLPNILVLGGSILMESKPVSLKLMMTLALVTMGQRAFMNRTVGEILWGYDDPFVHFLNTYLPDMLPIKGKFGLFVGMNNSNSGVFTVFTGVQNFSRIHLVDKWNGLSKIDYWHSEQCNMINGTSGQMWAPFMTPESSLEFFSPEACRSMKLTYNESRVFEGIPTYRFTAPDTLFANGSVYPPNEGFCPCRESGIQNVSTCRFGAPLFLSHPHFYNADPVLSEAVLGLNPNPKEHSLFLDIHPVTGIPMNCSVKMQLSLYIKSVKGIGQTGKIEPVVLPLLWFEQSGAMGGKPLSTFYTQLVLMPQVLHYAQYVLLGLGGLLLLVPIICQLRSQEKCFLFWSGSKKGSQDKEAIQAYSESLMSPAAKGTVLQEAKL
SR-BI DiI-HDL act: activators of SR-BI mediated DiI-HDL uptake, primary screen, ldlA[mSR-BI] CHO cells, DiI fluorescence. 3 h; 100 = double the neutral-control signal. activation, % at 12.5 µM. actives 0.096% (n = 320,000). AID 504775, 2011;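 active = mean replicate activation of at least 60% and every replicate at or above 60%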;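 also: 0% = median plate neutral-control signal and 100% = twice that signal; values of inactives mirror those of a sister screen read the other way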
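Test system: SR-BI-overexpressing, LDLR-lacking CHO cells; Also added: labelled HDL, 10 µg/mL; Measured by: bottom-read cell fluorescence after medium removal, ex 550/em 595 nm; Timing: 3 h uptake period with compound, 37 °C; Buffer or medium: F12, 0.5% BSA, 25 mM HEPES; Doses: single compound concentration, delivered by pin transfer.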
The depositor's hits bear a star; nt = no result given.

SMILES	phage Ecoli inh	Wnt act	MITF act	AddAB inh	Tat export inh	E coli growth	CAL PDZ FP-1	CAL PDZ FP-2	SR-BI HDL uptake	SR-BI DiI-HDL act
CCOC(=O)c1c(S(=O)(=O)N2CCN(c3ccc(F)cc3)CC2)c(C)n(C)c1C	2.4	-1	16	1.6	4	0.3	-1.9	-4	2	-2
CN(Cc1ccccc1)S(=O)(=O)c1ccc2[nH]cc(C(=O)NCC3CCCO3)c(=O)c2c1 (stereo not drawn)	-1.3	nt	3	0.5	8	0.0	-2.5	3	-8	8
CS(=O)(=O)N1CCN(c2ncnc3c2cnn3-c2ccccc2)CC1	0.8	11	19	4.3	-10	-0.1	-1.3	-3	0	0
O=C(CC(CC(=O)c1ccc(Br)cc1)c1cccnc1)c1ccc(Br)cc1	0.7	2	nt	0.8	nt	1.1	nt	nt	nt	nt
COc1ccc(-n2nc(C(=O)NCC(=O)NCCCN3CCN(C)CC3)c3ccccc3c2=O)cc1OC	0.9	-3	nt	1.5	-4	-0.1	-2.5	-5	nt	nt
Cc1cccc(NC(=O)c2nc[nH]c2C(=O)NCC(=O)OCc2ccccc2)c1	-0.3	-1	6	2.8	2	-3.1	-0.7	-1	-1	1
C=CC[C@H](CC(=O)NCCO)C(=O)N[C@@H](COC(=O)[C@@H](CC=C)CC(=O)OC(C)(C)C)Cc1c[nH]c2ccccc12	-0.2	-2	15	1.4	-2	1.1	-3.3	-33	23	-23
Cc1cccc(CC(C)NC(=O)c2cc(COc3ccc(C)c(C)c3)on2)n1 (stereo not drawn)	-0.9	15	13	-0.6	10	-0.2	-0.7	-1	15	-15
COc1ccc(CC(=O)NC(C)c2nnc(SCc3nc4ccccc4c(=O)[nH]3)n2C)cc1 (stereo not drawn)	2.0	0	-15	-0.5	-5	-1.9	nt	0	23	-23
COc1ccc(OC)c(-c2cc(C(=O)Nc3c(C)nn(Cc4ccccc4Cl)c3C)no2)c1	0.8	nt	3	1.1	-1	0.2	1.1	12	51	-51
COc1ccc(Cl)cc1S(=O)(=O)n1ccnc1C(C)C	nt	nt	-7	1.4	-3	-1.4	-0.1	nt	nt	nt
N=C(N)c1ccc(N)cc1	2.1	-1	-6	-3.5	-40	2.2	-0.3	-3	5	-5
CC(=O)c1c(C)[nH]c(C(=O)CN2CCN(S(=O)(=O)c3ccc(C(C)C)cc3)CC2)c1C	0.3	-5	-36	-0.9	-2	-1.6	0.0	-2	14	-14
O=c1c2[nH]c3ccc(Br)cc3c2ncn1CCCn1ccnc1	-0.1	-4	-3	-2.0	5	-2.5	-1.3	2	-1	1
Nc1cc(=O)[nH]c(SCCSc2ccccc2)n1	1.5	1	nt	2.0	-2	1.4	-1.4	nt	5	-5
Cc1nc(C)n(CC(=O)N2CCCC(C(=O)c3cccc4ccccc34)C2)n1 (stereo not drawn)	4.2	-2	-5	4.6	-3	-0.5	-0.5	0	41	-41
Cc1ccc(SCCC(=O)N(C)C)cc1	2.2	3	27	1.1	-9	-0.6	-0.1	-1	-32	32
O=C(NCCc1ccccc1)C1=COCCO1	4.3	28	63	2.8	-13	-0.6	-0.3	-5	-10	10
CC(CC(=O)OCC(=O)NCc1ccc(Cl)cc1)c1ccccc1 (stereo not drawn)	-0.8	0	nt	0.7	2	-1.2	0.4	28	-8	8
O=C(Nc1ccc2c(c1)OCO2)C1CCCCN1S(=O)(=O)c1ccccc1 (stereo not drawn)	0.4	2	-2	3.7	-10	-1.0	0.6	-3	5	-5

Part of the list above in another layout.
Order of results: phage Ecoli inh	Wnt act	MITF act	AddAB inh	Tat export inh	E coli growth	CAL PDZ FP-1	CAL PDZ FP-2	SR-BI HDL uptake	SR-BI DiI-HDL act
CC(=O)c1c(C)[nH]c(C(=O)CN2CCN(S(=O)(=O)c3ccc(C(C)C)cc3)CC2)c1C
    0.3	-5	-36	-0.9	-2	-1.6	0.0	-2	14	-14
O=c1c2[nH]c3ccc(Br)cc3c2ncn1CCCn1ccnc1
    -0.1	-4	-3	-2.0	5	-2.5	-1.3	2	-1	1

More results.
SMILES	phage Ecoli inh	Wnt act	MITF act	AddAB inh	Tat export inh	E coli growth	CAL PDZ FP-1	CAL PDZ FP-2	SR-BI HDL uptake	SR-BI DiI-HDL act
CC1=N/C(=C/c2ccc([N+](=O)[O-])cc2)C(=O)N1c1ccc(Cl)cc1Cl	-3.1	nt	13	4.2	5	-0.8	-2.3	-2	-13	13
COC(=O)c1cccc(NC(=O)c2ccco2)c1	3.7	1	23	-0.2	-6	-0.8	0.5	0	17	-17
O=C(CCC1CC(=O)Nc2ccccc21)NCc1ccccc1 (stereo not drawn)	1.3	-2	-11	1.4	6	1.5	0.1	-5	-22	22
CCN(CC)CCCN1CC(O)=C(c2nc3ccccc3s2)C1=N	0.5	nt	-6	1.8	2	-0.8	-0.9	-4	-11	11
CCOC(=O)N1CCN(C(=O)c2ccc3c(SCC(=O)O)c4c(nc3c2)CCCC4)CC1	nt	nt	4	-2.9	-4	0.9	-0.4	-3	-8	8
COc1cccc(C(=O)Nc2ccc(N3CCN(S(C)(=O)=O)CC3)cc2)c1	-0.6	nt	34	2.5	2	0.2	-1.7	-3	6	-6
S=C(NCc1ccccc1Cl)NC1CCCC1	3.2	6	-13	2.8	11	-1.6	-1.7	-3	-19	19
COc1ccc(C(=O)NCc2cccnc2)cc1S(=O)(=O)N1CCOCC1	0.4	nt	-10	0.8	0	0.8	-1.3	-1	-49	49
Cc1nnc2sc(SCc3cccc(Cl)c3)nn2c1=O	1.8	-2	8	0.4	2	0.0	-1.7	-5	-33	33
CCN(CC)S(=O)(=O)c1ccc(C(=O)Oc2cc(C)[nH]c(=O)c2[N+](=O)[O-])cc1	3.7	2	-5	-0.7	-6	-0.9	-2.8	0	-31	31
CCOc1ccc(C(=O)N2CCc3cc(OC)c(OC)cc3C2)cc1OCC	0.0	-4	-15	2.2	-4	0.6	-0.5	-10	6	-6
CCN1CCN(C(=S)Nc2ccc([N+](=O)[O-])cc2)CC1	2.2	4	-10	-0.9	13	-0.6	-1.9	1	22	-22
COc1cc(/C=N/NC(=O)c2ccc3c(c2)OCCO3)cc(Br)c1O	1.7	0	21	7.2	0	0.5	0.0	4	-4	4
CCOC(=O)c1c(NC(=O)CCCN2CCOCC2)sc2c1CC(C)(C)OC2	-0.3	nt	-2	0.9	8	-2.6	nt	-9	6	-6
CC(=O)N1CCN(C(=O)c2cc3ccccc3o2)CC1	0.3	-1	4	3.4	8	0.9	-1.2	10	nt	nt
COc1ccc(CCNC(=O)CSc2nnnn2-c2ccc(OC)c(OC)c2)cc1OC	2.7	-1	-10	-1.9	-3	-2.4	-0.4	-4	36	-36
C/C(Cc1ccccc1)=N\NC(=O)CNC(=O)c1cccc(F)c1	-0.2	-1	6	4.4	-9	-1.7	-1.6	-2	-8	8
Cc1ccc2ncnc(Nc3ccccc3)c2c1	-1.2	-2	-21	1.6	-6	0.5	-0.3	-2	-3	3
Cc1[nH]c2ccc(-c3n[nH]c(=S)n3-c3ccc(Br)cc3)cc2c1C	1.6	-1	4	1.2	-6	1.1	1.0	nt	12	-12
COc1ccccc1C(=O)COC(=O)COc1cccc2c1OC(C)(C)C2	3.2	3	0	1.4	-7	0.8	-1.7	-2	-6	6
CC(C)CC1Nc2ccc(C(=O)NCCCN3CCCCC3C)cc2NC1=O (stereo not drawn)	-0.2	-2	-4	0.6	1	1.2	-2.0	-4	-10	10
Fc1ccc2nc(N3CCOCC3)sc2c1	3.6	7	73	0.2	-8	1.0	0.6	7	-12	12
Cc1nc(SCC(=O)c2ccc(Cl)cc2)c([N+](=O)[O-])[nH]1	2.3	nt	-8	-0.3	-4	-0.7	-1.1	nt	nt	nt
CCOC(=O)/C(N=O)=C(\O)C1CCN(C(=O)OCC)CC1	1.7	-2	5	0.7	-3	0.3	-1.0	-3	-2	2
O=C(O)C(Cc1ccccc1)N1C(=O)/C(=C/c2cccnc2)SC1=S (stereo not drawn)	-0.6	-5	-2	-1.4	7	-0.8	0.3	-2	-14	14
O=C(O)CCCn1cc(NC(=O)COc2ccc([N+](=O)[O-])cc2)cn1	2.2	nt	-4	2.5	4	1.7	-0.7	6	-18	18
COC(=O)N/N=C/c1ccc(-c2ccc(Cl)cc2Cl)o1	-0.1	2	nt	0.8	2	0.9	-1.2	nt	31	-31
CCCC(NC(=O)c1ccc(Br)o1)c1nc2ccccc2[nH]1 (stereo not drawn)	3.6	0	-13	2.9	2	-0.3	-0.7	0	-10	10
O=C(Nc1ccc(Cl)cc1N1CCOCC1)C1CC1	0.6	-1	2	3.0	-2	-1.4	-1.5	-4	-13	13
COC(=O)N/N=C(\C)c1ccc(OC(F)F)cc1	5.8	3	26	-1.4	3	1.7	-0.4	-3	-14	14
O=C(NCCc1ccccc1)C(=O)c1c(-c2ccccc2)cc2ccccn12	4.5	nt	3	4.0	-6	2.6	-1.0	-6	-5	5
Cc1nc(SCC(=O)NCC(F)(F)F)c2c(-c3cccs3)csc2n1	3.8	-5	-1	2.0	-2	-4.0	-2.5	8	-4	4
OCCC1CN(Cc2cnn(-c3ccc(F)cc3)c2)CCN1Cc1ccsc1 (stereo not drawn)	3.6	-3	-7	4.0	-6	-2.5	-2.8	-2	-25	25
CC(=O)Nc1ccc2c(c1)C(N1CC3CCC(CC3)C1)c1ccccc1-2 (stereo not drawn)	2.6	-2	-11	nt	-3	nt	-0.4	nt	39	-39
O=C(NCc1ccco1)C(=O)NCC1OCCCN1S(=O)(=O)c1ccc(Cl)cc1 (stereo not drawn)	4.6	-1	14	3.0	-2	0.6	-1.4	-4	-30	30
CCOCCCNC(=S)N1CCC(NC(=O)c2ccco2)CC1	1.4	0	-1	-1.9	-8	-0.2	-0.6	-4	-13	13
COc1ccccc1-c1ccc(Nc2cccc(C(F)(F)F)c2)nn1	4.7	nt	21	2.4	1	-2.7	0.5	-1	-5	5
COc1ccc(CCNC(=O)c2ccc3c(c2)N(Cc2ccccc2)CCS3)cc1OC	1.4	1	-10	1.8	5	3.0	-0.3	-3	39	-39
CC(=O)c1cc(NC(=O)c2ccccc2)c(=O)oc1C	4.0	5	1	-1.2	-13	-3.8	nt	-2	-13	13
CCN(CC(=O)Nc1ccccc1C(F)(F)F)C(=O)CCS(=O)(=O)c1ccc(Cl)cc1	2.6	-4	-3	3.1	11	1.4	-2.4	-6	-18	18
Cc1cc(C)c(Cn2cnc(-c3ccc([N+](=O)[O-])cc3)c2)c(C)c1	1.7	-6	-10	0.4	3	1.2	-2.6	-3	-11	11

Screening data from PubChem BioAssay.
